CFTR F508del cor = CFTR F508del correction in bronchial cells. CFBE cells, YFP halide quenching; stimulated with forskolin plus potentiator P3; % fluorescence drop versus neutral controls. activity (quench increase), % at 7.58 µM. hit rate 0.36% among 350,000. AID 720511;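 active means mean added fluorescence quench of at least 8% versus neutral control, with both replicates also reaching 8%; inconclusive means only one of the mean or replicate conditions met; inactive means mean below 8% and not both replicates reaching 8%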;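 further: cells transiently co-express mutant CFTR-F508del with the halide-sensitive YFP; corrector assay measuring rescue of mutant channel to the surface after 24 h compound exposure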
CASP6 VEID inh = blocks human caspase-6 cleavage activity; inhibition, % at 12.5 µM; AID 686996; hit rate 0.53% among 350,000; purified caspase-6, Z-VEID-R110 cleavage fluorescence; P55212;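 active means mean inhibition across replicates at least about 35%, with every replicate also reaching that limit, limit read from the data; inconclusive means only one of the two criteria met; inactive means neither criterion met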;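 further: 0% = median of neutral control wells and 100% = no fluorescence left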
Target sequence (P55212 24-179 limits assumed): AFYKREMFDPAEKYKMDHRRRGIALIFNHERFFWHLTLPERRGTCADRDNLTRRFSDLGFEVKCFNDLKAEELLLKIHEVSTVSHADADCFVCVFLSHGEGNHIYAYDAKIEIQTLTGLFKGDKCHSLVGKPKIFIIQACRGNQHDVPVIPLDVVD
Target sequence (P55212 194-293 limits assumed): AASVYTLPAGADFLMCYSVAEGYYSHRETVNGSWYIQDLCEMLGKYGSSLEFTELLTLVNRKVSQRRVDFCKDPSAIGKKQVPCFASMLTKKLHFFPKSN
E-sel inducer = induces E-selectin expression in human endothelial cells. P16581. HUVEC E-selectin immunofluorescence imaging; normalized: neutral wells 0, TNF-alpha wells 100. activation, % at 7.58 µM. hit rate 0.37% among 260,000. AID 686992;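 active means mean E-selectin-positive cell signal at least 10% of the positive control, reached in at least 60% of replicates, without over 20% cell loss; inconclusive means no rule given, readout overlaps actives, possibly toxicity-flagged; inactive means the rest, including those meeting only one limit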;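 further: in these data hits start at about 27%; measured in HUVEC primary endothelial cells; signal is the percent of cells scored E-selectin positive by PE staining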
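System: HUVEC, human umbilical vein endothelial cells; quantity: 3,000 cells/well; buffer or medium: EGM-2 medium, gelatin-coated wells; dosing: single-point compound dose; detection: immunofluorescence imaging; evaluation: % PE-positive cells; benchmarks: TNF-alpha, DMSO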
DENV2 CPE = DENV2-induced cell death inhibition | hit rate 1.7% among 350,000 | DENV2-infected cells, cytopathic effect rescue, plate reader | AID 651640 | CPE inhibition, % at 9.99 µM; in the data active means CPE inhibition above about 20%, passing the limit was not always enough; inconclusive means no clear call, values can overlap the other calls; tested in BHK-21 cells;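 further: 0% = median of neutral control wells and 100% = median of positive control wells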
GSIS activator = primary screen for activators of insulin secretion dependent on glucose, INS-1E cells, GLuc reporter luminescence; INS-1E GLuc reporter insulin secretion, 2-3 h; activation, % at 16.6 µM; hit rate 0.61% among 370,000; AID 743287;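 active means lowest replicate activation of at least 40%, so every replicate reaches that level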;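 further: 0% = median of neutral control wells and 100% = median of IBMX positive control wells; some compounds called inactive have numbers as strong as hits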
RAD54 inh = RAD54 (human) branch migration inhibition | Q92698 | RAD54 Holliday junction branch migration, FAM/BHQ fluorescence | inhibition, % at 10.4 µM | hit rate 0.14% among 360,000;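 active means mean normalized replicate activity at least 40 and at least half of replicates scoring 40 or more; inconclusive means only one of the two criteria met; inactive means mean below 40 and under half of replicates reaching 40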;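 further: 0% = median of neutral control wells and 100% = median of positive control wells; inhibitors cause a drop in the FAM fluorescence signal; in these data hits start at about 50%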
XiGFP reactiv = activators of X-chromosome reactivation in mouse fibroblasts | AID 743238 | XiGFP mouse fibroblasts, % GFP-positive cells imaging, 3 d; cells co-treated with 5-aza-dC sensitizer; scaled so ellipticine positive control = 100% | activation, % at 7.58 µM | hit rate 0.055% among 360,000;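 active means mean normalized replicate activation at least 10% and every replicate at or above 10%; inconclusive means only one of the two criteria met; inactive means mean below 10% and not all replicates reach 10%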;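 further: 0% = median of on-plate neutral control wells and 100% = ellipticine 6 µM median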
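System: XiGFP fibroblasts, SV40-immortalized. Medium: DMEM plus 5-aza-dC sensitizer. Doses: single point. Timing: 3 d treatment, 15 min room-temperature fixation. Control set: ellipticine 6 µM.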
RAD52 inh = RAD52 (human) annealing inhibition; recombinant RAD52 DNA annealing, FRET fluorescence; inhibition, % at 18.7 µM; hit rate 0.46% among 360,000; P43351;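 active means every replicate showing at least 50% inhibition; inconclusive means mean inhibition at least 50% but not in every replicate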
Target sequence (P43351 whole entry, looked up): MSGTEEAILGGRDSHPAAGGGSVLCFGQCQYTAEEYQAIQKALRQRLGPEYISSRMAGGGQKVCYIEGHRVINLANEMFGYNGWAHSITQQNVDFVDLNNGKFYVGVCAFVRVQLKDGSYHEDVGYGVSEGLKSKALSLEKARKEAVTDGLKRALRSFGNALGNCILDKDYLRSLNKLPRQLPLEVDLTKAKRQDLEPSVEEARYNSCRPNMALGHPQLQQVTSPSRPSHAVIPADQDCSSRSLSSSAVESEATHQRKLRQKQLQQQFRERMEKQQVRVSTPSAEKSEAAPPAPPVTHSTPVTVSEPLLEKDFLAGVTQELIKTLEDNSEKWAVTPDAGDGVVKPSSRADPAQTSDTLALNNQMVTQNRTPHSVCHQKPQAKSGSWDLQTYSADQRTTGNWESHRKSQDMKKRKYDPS
Numbers without * were called inactive; u = inconclusive; x = not tested or not shown.

Results follow in this order: CFTR F508del cor, CASP6 VEID inh, E-sel inducer, DENV2 CPE, GSIS activator, RAD54 inh, XiGFP reactiv, RAD52 inh
#1 O=C(O)CNC(=O)C12CC3CC(CC(Cl)(C3)C1)C2
  -0.8, -1.6, 4.0, 1.9, 11.1, x, 0.0, -5.8
#2 CCOc1ccc(NC(=O)CCN2C(=O)C3CCCCC3C2=O)cc1OCC (stereo not drawn)
  -0.1, 0.0, -0.2, 2.4, 10.2, 6.2, 0.2, -7.2
#3 CCOC(=O)C(=O)Nc1ccccc1C(=O)OCC
  3.8, -1.8, 0.0, 6.7, 9.4, -3.8, 0.2, -4.6
#4 COCCOC(=O)c1cc(C(=O)c2cc(Cl)ccc2O)coc1=N
  -1.1, 0.4, x, 7.3, -0.9, x, 0.0, -21.3
#5 COc1ccccc1-n1c(SC(C)C(=O)NCC2CCCO2)nc2cc(Cl)ccc2c1=O (stereo not drawn)
  -2.7, -63.1, x, x, 8.4, x, 0.1, -1.9
#6 CN(C)C(=O)c1cccc(-c2ccc3c(c2)[C@@H]2[C@@H](CCN2C(=O)c2ccccc2)[C@H](CO)N3C)c1
  -5.2, -2.5, -0.3, 8.9, -15.0, 6.5, 0.2, -8.7
#7 CC1(C)C=Cc2cc(-c3coc4cc(O)cc(O)c4c3=O)cc(O)c2O1
  2.6, 2.5, x, 5.6, x, -1.7, x, 4.8
#8 N#Cc1ccc(NC(=S)NC(=O)C2CC2)cc1
  -1.3, -0.9, x, -4.2, x, -0.1, 0.0, -9.7
#9 C[C@H]1CN([C@@H](C)CO)C(=O)Cc2cc(NC(=O)Cc3ccccc3)ccc2O[C@H]1CN(C)Cc1ccc(Oc2ccccc2)cc1
  2.3, -5.3, 5.6, -2.3, 4.1, 3.0, -0.7, 15.5
#10 COc1ccc(-c2ccc3c(c2)[C@H]2[C@H](CCN2Cc2cncnc2)[C@H](CO)N3)cc1
  0.2, -1.5, 3.5, 7.3, 7.4, 6.8, 0.0, -36.3
#11 Cc1ccc(S(=O)(=O)CCC(=O)OCCOc2cccc(Br)c2)cc1
  2.7, 1.8, -0.4, 0.3, -5.4, -3.9, 0.1, -8.4
#12 O=C(CSc1nccc(=O)[nH]1)Nc1ccc(N2CCOCC2)cc1
  -1.9, 16.1, x, -4.9, 8.0, -7.8, 0.1, -13.3
#13 Cc1ccc(S(=O)(=O)Nc2ccc3c(c2)C(=O)N([C@H](C)CO)C[C@@H](C)[C@@H](CN(C)S(=O)(=O)c2ccccc2)OCCCC[C@@H](C)O3)cc1
  -0.8, 1.7, 0.2, -0.1, -5.5, x, 0.2, 16.9
#14 Cc1ccccc1C(=O)N1CCC(C(=O)Nc2ccc3c(c2)OCO3)CC1
  -1.6, 1.6, x, 3.9, 2.9, 5.1, 0.3, -10.2
#15 CN1CCC(CNC(=O)Nc2ccccc2)(c2ccccc2)CC1
  -1.8, -2.3, 1.6, -5.9, 5.8, -1.7, 1.4, -14.1
#16 COc1ccc(NC(=O)CC(CC(=O)O)c2cc(OC)c(OC)c(OC)c2)cc1 (stereo not drawn)
  0.7, 0.9, 0.3, -1.0, 11.4, 2.1, 0.1, -2.8
#17 CCC(C)NC(=O)CSc1c2c(nc3ccccc13)CCCC2 (stereo not drawn)
  1.6, x, 0.0, 1.3, 8.2, 1.1, 0.2, -5.4
#18 C[C@H](CO)N1C[C@H](C)[C@@H](CN(C)C(=O)Nc2cccc3ccccc23)Oc2ccc(NC(=O)CCC(F)(F)F)cc2C1=O
  5.8, 5.6, -8.7, -2.5, 10.8, 4.6, 0.1, 13.4
#19 CC1(c2nc3ccccc3[nH]2)CCC(=O)N1Cc1cccs1 (stereo not drawn)
  1.2, -0.6, -0.1, 0.4, -11.1, -8.2, 0.1, -43.0
#20 COc1cc(C(C(=O)NCC2CCCO2)N(C(=O)Cn2nnc3ccccc32)c2ccc(C(C)=O)cc2)ccc1O (stereo not drawn)
  1.2, x, x, -1.4, 3.7, 3.3, 0.2, -20.9
#21 S=c1[nH]nc(-c2ccc(Cl)cc2)n1-c1cccnc1
  0.3, -0.7, 2.2, -1.8, -2.7, x, 0.3, -11.5
#22 COc1cccc(/C=C/C(=O)OCC(=O)Nc2cccc(S(=O)(=O)N(C)C)c2)c1
  4.1, 6.0, x, 4.4, -16.7, 0.4, 0.1, 3.0
#23 CCCNC(=O)N1CC[C@@H]2[C@@H](CO)N(C)c3ccc(-c4ccc(F)cc4)cc3[C@@H]21
  -0.1, 3.1, -0.4, -14.8, -24.1, 8.7, 0.3, 2.1
#24 C[C@@H]1CN([C@@H](C)CO)S(=O)(=O)c2ccc(C#CC3(O)CCCC3)cc2O[C@@H]1CN(C)C(=O)Cc1ccccc1
  -1.5, -0.1, -0.1, -9.9, 5.0, -1.6, -0.2, 0.5
#25 N#C/C(=C\c1ccc(C(=O)O)cc1)c1ccccn1
  -1.3, 1.7, x, -2.6, 5.4, x, 0.0, -13.5
#26 COCC(=O)N1C[C@@H](C)[C@@H](OC)CN(C)C(=O)c2ccc(NC(=O)NC(C)C)cc2OC[C@@H]1C
  -1.5, -2.2, 0.1, 8.5, 7.1, -3.2, -0.6, -1.2
#27 CCc1cc(C(=O)Nc2ccc(OC)nc2)sc1C
  -4.0, -2.3, -0.9, -1.5, 2.3, -32.2, -0.1, -199.6
#28 COc1cc(/C=C(\C#N)C(=O)Nc2cccc(C(=O)O)c2)ccc1OCc1ccc(F)cc1
  -0.6, 5.4, -0.3, -1.4, -30.9, -14.0, 0.0, -14.2
#29 Nc1nnnn1/N=C/c1cccs1
  -1.6, 1.6, x, x, 8.2, 13.2, x, -9.1
#30 CCN1CCN(c2ccc(S(=O)(=O)N3CCOCC3)cc2NC(=O)C(C)Oc2cccc(Cl)c2)CC1 (stereo not drawn)
  -0.2, -1.3, -0.2, x, -33.6, -4.3, 0.0, 1.3
#31 CC1(C)C2CCC1(C)C(OCC[N+](C)(C)CC(=O)OC1CCCCC1)C2 (stereo not drawn)
  -0.5, 5.6, x, -2.6, -53.7, 17.4, 0.5, 28.8
#32 COCCNC(=O)C[C@H]1C[C@@H]2c3cc(NC(=O)c4ccc5c(c4)OCO5)ccc3O[C@@H]2[C@H](CO)O1
  0.8, -0.2, 0.3, -1.1, 11.3, -5.4, 0.0, x
#33 Cc1cc2c(cc1C)-n1nnnc1C(N1CCCC1)C(=O)N2 (stereo not drawn)
  -0.7, -13.1, 6.2, -6.6, 22.5, x, 0.9, -18.8
#34 CC(=O)N1N=C(c2ccccc2)CC1c1cn(C)c2ccccc12 (stereo not drawn)
  x, x, 0.3, x, -2.8, -0.2, 0.4, x
#35 COc1cc(CN2C[C@@H](CO)O[C@@H](n3cnc4c(Nc5ccccc5)ncnc43)C2)cc(OC)c1OC
  -5.9, 0.7, 0.4, -13.8, -2.7, -6.8, -0.1, -0.1
#36 COCC(=O)N[C@@H]1C[C@@H]2O[C@H](CO)CC[C@@H]2O[C@@H]1CCc1ccc(-c2ccccc2)cc1
  1.9, 1.8, x, 6.6, x, x, x, 0.0
#37 CSCCC(c1nc2ccccc2[nH]1)n1c(/C=C/c2ccc(F)c(F)c2)nc2ccccc21 (stereo not drawn)
  5.0, 2.6, -0.1, 4.1, x, x, 0.0, -28.2
#38 CC(C)(C)CN1CCN(Cc2cc3ccccc3[nH]2)CC1CCO (stereo not drawn)
  1.0, -0.2, x, -2.3, 0.8, 3.5, 0.0, -19.1
#39 O=C(C[C@@H]1CC[C@@H](NC(=O)Nc2ccc3c(c2)OCO3)[C@@H](CO)O1)NCc1ccc(Cl)cc1
  0.2, 0.9, 0.3, 1.5, -13.7, 4.6, 0.2, -5.2
#40 Cc1noc(C)c1NC(=O)N(C)C[C@@H]1Oc2ncc(C#CC3CC3)cc2C(=O)N([C@@H](C)CO)C[C@H]1C
  -0.1, -0.2, -0.1, 3.4, 10.1, -2.6, -1.1, 25.0
#41 CC(=O)NC(Cc1c[nH]c2ccccc12)C(=O)NCCc1ccccc1 (stereo not drawn)
  1.3, -0.9, x, -3.0, 0.9, 1.0, 0.2, -7.3
#42 COc1ccc(C(=O)Cc2cc(OC)c(OC)cc2[N+](=O)[O-])c(OC)c1
  1.8, 0.1, x, x, -0.7, 2.5, x, 1.4
#43 CCOC(=O)CC1C(=O)NCCN1C(=S)NC(=O)c1ccc(C)c(Br)c1 (stereo not drawn)
  0.1, -1.2, -0.1, -4.3, 11.0, 8.7, 0.0, -3.6
#44 Nc1nonc1-n1nnc(C(=O)N/N=C/c2ccco2)c1-c1ccccc1
  -1.6, 2.8, x, 1.9, 6.5, -0.8, 0.0, -10.5
#45 CC(NCC(=O)Nc1cc(Cl)cc(Cl)c1)c1ccccc1 (stereo not drawn)
  -1.9, -1.7, x, 1.7, -44.5, -0.8, 0.0, -11.3
#46 CN(Cc1ccccn1)Cc1nc(Cc2ccccc2Cl)no1
  0.4, -3.1, -0.2, 2.4, -6.2, x, -0.1, -33.3
#47 C[C@H]1CCCCO[C@H](CN(C)C(=O)Nc2ccc(F)cc2)[C@@H](C)CN([C@@H](C)CO)C(=O)c2cc(NC(=O)CCC(F)(F)F)ccc2O1
  -2.8, -3.3, x, u, -26.6, 13.5, -0.1, -6.5
#48 CCOCc1c(C(=O)NC2CCCCCC2)oc2ccccc12
  -3.4, -0.7, x, -0.9, 2.9, x, 0.0, -9.5
#49 CCc1ccc(OCC(=O)Nc2ccc3c(c2)OCCO3)cc1
  -1.4, 2.5, 0.7, 2.3, -19.2, -3.8, 0.1, -15.5
#50 N#Cc1c(N2CCCCC2)nc(N)c2c(N)nc3c(c12)CC(c1ccccc1)O3 (stereo not drawn)
  x, 1.8, x, x, 0.6, -1.4, x, -1.0
#51 COc1ccc(Cl)cc1NC(=O)COC(C)=O
  -2.7, -1.1, x, 1.6, 6.0, x, 0.0, -12.9
#52 CNC[C@H]1OCCCC[C@H](C)Oc2ccc(NS(=O)(=O)c3cn(C)cn3)cc2C(=O)N([C@@H](C)CO)C[C@H]1C
  0.3, x, -0.1, -4.4, 35.1, -1.7, 0.0, x
#53 CN(C)c1cccc(CNC(=O)c2csc([C@@H]3O[C@H](CO)[C@@H](O)[C@H]3O)n2)c1
  -2.0, 1.2, -0.1, -2.0, 12.3, -6.4, -0.1, 2.0

Screening data (PubChem)

Not a hit list, and some 3.7% of all compounds hit somewhere here.
